High-throughput results deposited in PubChem BioAssay by several laboratories.
EBV gp42 block: Epstein-Barr virus gp42 inhibitors, primary screen, biochemical, uHTS, fluorescence polarization. Glycoprotein 42 (Epstein-Barr virus (strain AG876)), Q1HVG2. Fluorescence polarization binding assay, mP read-out. inhibition, % (tested at 21.74 µM). actives 0.42% (n = 220,000). AID 1085, 2008; in the data active = inhibition above about 50%
Target sequence (Q1HVG2 whole entry, looked up): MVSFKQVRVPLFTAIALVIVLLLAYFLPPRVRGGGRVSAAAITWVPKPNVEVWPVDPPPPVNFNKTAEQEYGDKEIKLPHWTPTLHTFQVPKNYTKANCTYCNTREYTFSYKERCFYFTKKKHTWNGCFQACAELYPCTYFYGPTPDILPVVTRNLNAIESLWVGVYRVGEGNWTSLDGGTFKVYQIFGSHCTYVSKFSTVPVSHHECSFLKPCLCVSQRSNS
TRPML3 agonist: human TRPML3 channel agonists, primary screen, cell-based, HEK293 TRPML3-YFP, Fluo-8 calcium fluorescence, 3 µM | Mucolipin-3 (Homo sapiens), Q8TDD5 | actives 0.29% (n = 220,000) | activation, % at 3 µM | 100% = the carbachol control signal | AID 1448, 2008;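 active = activation above its plate's cutoff, the mean activation of the plate's test wells plus 3 SD, cut at about 12% in these data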;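 note: 0% = DMSO only wells and 100% = carbachol wells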
Target sequence (Q8TDD5 whole entry, looked up): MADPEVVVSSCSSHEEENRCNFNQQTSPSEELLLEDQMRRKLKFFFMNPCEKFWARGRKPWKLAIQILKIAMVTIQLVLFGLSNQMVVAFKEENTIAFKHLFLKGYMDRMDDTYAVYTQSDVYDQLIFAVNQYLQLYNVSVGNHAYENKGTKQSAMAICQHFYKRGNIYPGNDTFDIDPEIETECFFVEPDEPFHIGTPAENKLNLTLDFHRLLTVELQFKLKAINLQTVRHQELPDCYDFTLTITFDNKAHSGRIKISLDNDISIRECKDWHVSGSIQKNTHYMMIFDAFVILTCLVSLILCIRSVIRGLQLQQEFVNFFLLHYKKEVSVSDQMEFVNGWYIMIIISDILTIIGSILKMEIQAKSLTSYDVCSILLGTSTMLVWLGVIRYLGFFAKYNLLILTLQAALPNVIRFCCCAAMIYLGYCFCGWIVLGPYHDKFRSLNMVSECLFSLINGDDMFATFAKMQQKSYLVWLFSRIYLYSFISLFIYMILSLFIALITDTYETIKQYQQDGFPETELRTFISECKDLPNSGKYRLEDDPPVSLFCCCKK
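Material: HEK293 cells stably carrying human TRPML3-YFP; compound dosing: single dose, 3 µM final nominal compound, 0.3% DMSO final; incubation: 1-h 37 °C dye load, 5-s basal, 120-s post-compound reads; technique: Fluo-8 intracellular calcium fluorescence, excitation 470-495 nm, emission 515-575 nm; read-out basis: percent activation from peak-to-basal fluorescence ratio, scaled between DMSO and carbachol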
Furin inh: human furin inhibitors, primary screen, biochemical, fluorescence intensity; P09958; inhibition, % at 30 µM; purified furin, fluorogenic substrate cleavage; actives 0.061% (n = 220,000); in the data active = inhibition above about 25%; note: inactives centre near -15
Tb hexokinase: Trypanosoma brucei hexokinase 1 inhibitors, primary screen, biochemical, G6PDH-coupled NADH absorbance, MLSCN library; hexokinase 1 [Trypanosoma brucei]; recombinant TbHK1, G6PDH-coupled NADH A340; inhibition, % at 10 µM; actives 0.11% (n = 220,000); AID 1430, 2008;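 active = inhibition of 50% or more in the single-dose primary screen; inactive = inhibition below 50%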
Calpain2 inh: inhibitors of pig calpain II, primary screen, biochemical, fluorogenic peptide substrate, 1536-well | purified calpain II, 30 min | actives 0.37% (n = 220,000) | inhibition, % at 16 µM;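 active = inhibition above about 50%, limit read from the data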
zfTRPN1 agonist: zebrafish TRPN1 channel agonists, primary screen, cell-based, HEK293, calcium fluorescence | transient receptor potential cation channel N1 (TRPN1/NompC), Danio rerio | HEK293 zebrafish TRPN1-YFP, Fluo-8 calcium fluorescence; 100% = response to 87 µM carbachol | activation, % at 3 µM | actives 0.18% (n = 220,000) | AID 1424, 2008;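 active = activation above its plate's cutoff, the mean activation of test wells on that plate plus 3 SD, cut at about 19% in these data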;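 note: 0% = DMSO alone and 100% = 87 µM carbachol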
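Material: zebrafish TRPN1-YFP in HEK293 cells; Doses: single test compound dose, 3 µM nominal, 0.3% DMSO; Timing: dye loading 1 h at 37 °C, then 30 min room temperature; Technique: intracellular calcium fluorescence with Fluo-8; Benchmarks: high carbachol 87 µM, low DMSO alone.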
PPC-1+TRAIL kill: compounds killing PPC-1 cancer cells with TRAIL present, primary screen, TRAIL potentiator project, ATPLite luminescence, uHTS. PPC-1 cells + TRAIL, ATPLite viability luminescence. cell killing (% activity), % at 4 µM. actives 0.41% (n = 220,000);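 active = cell killing above 50% in the first pass at 4 µM, then a duplicate retest at 5 µM averaging 50% or more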;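 note: plate controls were cells with TRAIL plus DMSO for no effect and medium-only wells lacking cells for full effect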
thrombin 1536: human alpha-thrombin inhibitors, primary screen, counter-screen for coagulation protease inhibitor project, biochemical, 1536-well, fluorogenic AMC substrate; Prothrombin (Homo sapiens), P00734; Boc-VPR-AMC fluorogenic substrate cleavage; inhibition, % at 5 µM; actives 0.26% (n = 220,000);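 active = inhibition at or above 40%; inactive = inhibition below 40%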;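 note: 0% = enzyme with no compound and 100% = wells without enzyme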
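Material: Human alpha-thrombin protein | Buffer or medium: pH 7.5 Tris-saline with Tween 20 | Reagent: Boc-VPR-AMC substrate, 15 µM final | Schedule: Reaction at ambient temperature | Detection: AMC fluorescence at 355 nm excitation and 460 nm emission | Evaluation: Percent inhibition scaled between no-compound controls and no-enzyme blanks | Controls: no-compound enzyme wells and no-enzyme blanks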
Cl transport mod: KCC2 cotransporter modulators, thallium flux, primary screen, cell-based, HEK293 KCC2, FluoZin-2 fluorescence, MLSMR | actives 2.2% (n = 190,000) | B-score of Tl+ flux slope (higher = more flux/activation; lower = inhibition) at 10 µM | Solute carrier family 12 member 5 (Homo sapiens), Q9H2X9 | KCC2 cells, thallium flux FluoZin-2 fluorescence;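 active = thallium flux slope and its plate-corrected score both differing from the plate sample mean at a set confidence after two filtering rounds, in either direction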;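 note: slope of fluorescence scaled to starting intensity during 10 to 20 s after thallium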
An asterisk follows results filed as active; i = inactive; nt = not tested or not shown; & = joins results of further samples; [ ] = remark or other dose.

SMILES	EBV gp42 block	TRPML3 agonist	Furin inh	Tb hexokinase	Calpain2 inh	zfTRPN1 agonist	PPC-1+TRAIL kill	thrombin 1536	Cl transport mod
O=C(NC1CC1)C1=C[C@@H](c2coc3ccccc3c2=O)C[C@@H](OCc2ccc(CO)cc2)O1	-9	0.7	-25	-5	-15	2.1	7	-7	0.13
CCn1c(SCC(=O)N(C)C2CCS(=O)(=O)C2)nnc1-c1ccccc1 (stereo not drawn)	4	0.1	-2	1	-31	0.1	-1	-14	-0.23
CCN(C1=NS(=O)(=O)c2ccccc21)N(CC)S(=O)(=O)c1ccc(C)cc1	-9	1.1	-22	1	-8	0.0	21	2	0.15
CC(C)n1nc(C(=O)Nc2nnc(SCc3c(Cl)cccc3Cl)s2)c2ccccc2c1=O	-20	1.8	-7[20 µM]	-11	-466	0.1	-11	-7	nt
O=C(CSc1nnc2ccc(-c3ccncc3)nn12)c1cccs1	3	0.3	-11	2	-14	2.3	16	2	-1.4
CCN(CC)C(=O)C1CCN(Cc2cn(C)nc2-c2ccc(Oc3ccccc3)cc2)CC1	-2	0.6	-28	-4	-21	-0.2	-7	-15	0
CC(C)CNS(=O)(=O)c1ccc(OCC(=O)Nc2ccc3c(c2)OCCO3)cc1	-10	-0.1	-17	-4	18	0.1	18	-1	-0.27
COc1ccccc1C1C(C(=O)c2cc3ccccc3o2)=C(O)C(=O)N1CCN(C)C (stereo not drawn)	-16	0.5	-18	-29	13	0.9	25	-1	-0.055
O=C(CS(=O)(=O)Cc1ccccc1)Nc1ccccc1Cl	-23	-0.1	-8	1	-12	0.4	24	0	-0.11
Cc1onc(C(=O)/C=C/N(C)C)c1C(=O)Nc1nccs1	nt	0.7	5[20 µM]	-37	nt	1.4	18	-2	-2
COc1ccc(S(=O)(=O)N2CCOCC2)cc1NC(=O)CSc1cccc[n+]1[O-]	-33	-0.8	-3	-5	14	0.2	7	3	1.5
O=C1CCS/C(=N\N=C\c2ccc(Cl)cc2Cl)N1	-9	0.9	-11	-32	-10	0.0	3	-5	1.3
C=CCn1c(SCC(=O)NCc2ccccc2)nnc1C1CCCCC1	-11	-0.7	-14[20 µM]	-5	28	0.5	8	4	0.7
COc1cc(/C=N/N=C/c2c[nH]c(=O)c(C#N)c2Nc2ccccc2)ccc1O	-1	0.2	-24	-17	-17	1.9	12	-8	-0.76
CCCc1nn(C)c(C(=O)Nc2ccc3ccccc3c2)c1Cl	-7	0.7	-7	-10	0	-0.7	17	-7	-0.25
Cc1ccc(Oc2ccccc2/C=N/O)cc1	-3	0.7	-12[20 µM]	5	8	-1.6	4	5	-1.1
C=CCC(=O)N1CCCC(CNC(=O)c2ccc(-c3ccccc3)cc2)C1 (stereo not drawn)	3	0.6	-11	-7	7	0.1	18	-6	-5.5*
Cc1c(Cl)cccc1NC(=O)c1ccc(-n2ccnc2)nc1	-8	1.1	-23	3	21	0.3	8	0	-0.5
CSc1ccc(Cl)c(C(=O)NCCOc2cc(C(C)C)ccc2C)c1	-25	-1.1	-10[20 µM]	9	35	-0.6	9	2	-0.22
CC(=Nc1ccc(C)cc1)c1sc2ccccc2c1O	-16	2.1	-14[20 µM]	2	18	1.5	43	-5	1.1
O=C(CCCSc1nc2sc3c(c2c(=O)[nH]1)CCC3)NCCCO	2	0.8	-4	-9	-1	0.9	6	-4	nt
Cc1ccc(-c2nnc(N)s2)cc1	1	0.9	-12	1	23	0.1	28	-1	-2.8
COc1ccc(OC)c(CNC(=O)COc2cc(=O)n(C)c3ccccc23)c1	nt	-0.6	-21[20 µM]	5	nt	-1.6	nt	nt	-0.072
Cc1cc(C)c2c(N)c(C(=O)c3cccc(Cl)c3)sc2n1	-14	-0.8	-20	5	-27	0.6	-7	0	0.024
CCCCc1c(C)c2ccc(OCC(C)=O)cc2oc1=O	nt	-0.1	-38	-6	nt	0.2	-2	-2	nt
COC(=O)C1=C(C)N(c2cccc(OC)c2)C(=O)/C1=C\c1ccco1	14	-0.4	-3	-10	-3	-1.0	20	-17	-0.9
O=C(CN1CCC(n2nnc3cc(C(F)(F)F)ccc32)CC1)N1CCc2ccccc21	0	0.8	-17	-10	-10	0.8	3	-1	nt
O=C(CN1C(=O)c2cccc3cccc1c23)NCC1CCCO1 (stereo not drawn)	-15	0.8	-13[20 µM]	-12	-98	1.8	23	1	0.19
O=[N+]([O-])c1ccccc1-n1cnc2ccccc21	1	0.8	-19	-1	-18	0.9	13	0	-1.4
Cc1cccc(COCCN2CCN(S(=O)(=O)c3ccccc3)CCC2=O)c1	-15	nt	3	2	14	nt	-2	-3	0.02
CCN(CC)S(=O)(=O)c1ccc2[nH]c(=O)[nH]c2c1	-10	0.0	-5	0	-3	0.5	3	2	-0.74
CNC(=O)[C@@H]1C[C@H]1[C@@H](NC(=O)OCc1ccccc1)c1ccccc1	0	0.1	-16	6	-3	0.5	5	5	0.076
Cc1ccc(OCCn2cc(/C=N/NC(=O)c3ccncc3)c3ccccc32)cc1	4	0.4	6	-25	-27	0.9	27	-4	-1.1
CCOc1ccccc1CNC(CC)CO (stereo not drawn)	2	0.3	-14	-3	19	0.0	9	0	0.2
CN(C)S(=O)(=O)Nc1cccc(Br)c1	-11&-14	-0.3&-0.6	-9&-3	-3&1	-6&18	-1.4&-0.1	2&25	-7	-0.26
Cc1ccc(/C=C/C(=O)N2CC(C)CC(C)C2)o1 (stereo not drawn)	-14	-0.8	-8[20 µM]	-20	-20	-0.5	15	0	0.19
C#CCNC(=O)C1=C[C@H](c2ccc(Br)cc2)C[C@H](OCc2ccc(CO)cc2)O1	-8	0.6	-33	-9	3	2.1	-11	3	-0.43
CCc1ccc(S(=O)(=O)/N=C2/C=C(Sc3ncn[nH]3)C(=O)c3ccccc32)cc1	-33	1.0	-4	38	-19	1.4	36	-1	-1.2
O=C(CCCc1ccccc1)Nc1ccc(S(=O)(=O)N2CCOCC2)cc1	12	-0.5	-10	-3	-10	1.6	6	-3	-2.2
C[C@H](CO)NC(=O)[C@H](C)[C@H]1C[C@]1(C)[C@H](NC(=O)OCc1ccccc1)c1ccccc1	-2	0.2	-15	-3	-3	-0.2	3	4	-0.5
CC(CN1CCOCC1)OC(=O)c1ccc2c(c1)OCCO2 (stereo not drawn)	-12	-0.8	-12	-2	6	-0.4	16	17	0.2
CCN(CCO)C(=O)C(c1ccccc1)c1ccccc1	-14	-1.6	-14[20 µM]	3	5	0.0	-4	-2	0.066
CCOC(=O)N1CCN(S(=O)(=O)c2ccc(C(=O)NNc3nc4cc(C)cc(C)c4s3)cc2)CC1	1	0.2	-13	7	-64	-0.4	2	-7	-0.93
O=C(O)c1ccccc1C(=O)NNc1cccc(Cl)n1	-12	-0.1	-8	1	-5	0.1	8	4	0.097
Cc1cc(C(=O)COC(=O)c2ccco2)c(C)n1Cc1ccco1	-14	0.1	-19	-1	-54	-1.8	14	-10	-2.4
CCCCOc1ccc(C(=O)N/C(=C\c2cccc([N+](=O)[O-])c2)C(=O)OC(C)C)cc1	0	-0.7	1[20 µM]	6	51*	1.2	18	23	0.98
Nc1cnc(Br)cc1Br	-6	0.5	-2	-3	0	1.0	-2	0	-0.75
CN(/C=C1/C(=O)CNC1=O)CCO	-7	4.1	-9	-5	-15	1.8	-28	-1	-0.064
CCn1cc(C(=O)N/N=C(/C)c2ccc(F)cc2)c(=O)c2cc(F)c(N3CCCC3)cc21	-21	-0.1	-22[20 µM]	-3	-26	-0.5	22	2	0.29
COc1ccc(/C=C2\CCn3c2nc2cc(C(=O)O)ccc2c3=O)cc1O	-2	0.6	-12	-24	17	0.4	4	-6	0.56
(cont.)
SMILES	EBV gp42 block	TRPML3 agonist	Furin inh	Tb hexokinase	Calpain2 inh	zfTRPN1 agonist	PPC-1+TRAIL kill	thrombin 1536	Cl transport mod
CC(C)c1ccccc1OCC(=O)NCC(c1cccs1)N1CCOCC1 (stereo not drawn)	-10	0.6	-6[20 µM]	-2	17	2.1	19	2	nt
Cc1ccc(CNC(=O)C2CC2c2ccccc2)cc1 (stereo not drawn)	-2	-0.5	-40	3	7	-0.7	5	0	-0.39
Nc1ccc(Cl)cc1C(=O)OCC(=O)NC1CCS(=O)(=O)C1 (stereo not drawn)	-2	-0.3	-47	-10	-299	1.9	1	-2	-1.5
Cc1c(C(=O)N(Cc2ccccc2)Cc2cccnc2)cnn1-c1ccc(F)cc1	-6	0.5	-4	6	2	3.1	-23	-6	-0.54
COc1cccc2[nH]c3c(N4CC(C)CC(C)C4)ncnc3c12 (stereo not drawn)	-8	0.4	-3[20 µM]	-15	-41	-0.5	5	0	nt
COCCCN1C(=O)/C(=C/c2ccc(CNS(=O)(=O)c3ccccc3)o2)C(C(=O)OC)=C1C	-1	0.7	-25	-9	-51	-1.1	8	1	-0.21
COCCCN1C(=O)C(O)=C(C(=O)c2ccc(C)o2)C1c1cccc(Br)c1 (stereo not drawn)	-11	-1.0	-4	-21	-18	-0.7	4	-9	nt
COC(=O)c1c(C#N)c(N)nc2c1CCCC2	-14	0.3	-45	-11	i	0.7	8	-10	-0.34
C=CCN1CC(C)/C(=N\O)CC1C (stereo not drawn)	-10	0.9	-18	-7	-4	0.5	6	-4	0.56
COc1cc(CO)c(Br)cc1OCC(N)=O	-6	0.7	-9	-4	-5	0.8	-6	2	0.32
CCC(CC)C(=O)OCC(=O)Nc1cccc(S(=O)(=O)N(C)c2ccccc2)c1	-6	-0.3	-13	3	-7	0.2	13	-13	-2.2
CC(NC(=O)c1cc2c(s1)CCCC2)C(C)(C)C (stereo not drawn)	4	0.3	-17[20 µM]	2	17	-0.7	-15	0	nt

Full records as entered above:
Entry for `COc1cccc2[nH]c3c(N4CC(C)CC(C)C4)ncnc3c12` (stereo not drawn) → EBV gp42 block: -8; TRPML3 agonist: 0.4; Furin inh: -3[20 µM]; Tb hexokinase: -15; Calpain2 inh: -41; zfTRPN1 agonist: -0.5; PPC-1+TRAIL kill: 5; thrombin 1536: 0; Cl transport mod: nt
Entry for `COC(=O)c1c(C#N)c(N)nc2c1CCCC2` → EBV gp42 block: -14; TRPML3 agonist: 0.3; Furin inh: -45; Tb hexokinase: -11; Calpain2 inh: i; zfTRPN1 agonist: 0.7; PPC-1+TRAIL kill: 8; thrombin 1536: -10; Cl transport mod: -0.34
